TexasRed fluor: counter-screen for TRb-SRC2 inhibitors: fluorescence interference; TRb/SRC2 Texas Red total fluorescence interference; Potency, µM (highest dose often 106 µM), for the others: at the top dose fluorescence change, negative = quenching; AID 1479; 0.29% of 280,000 active; active means well fitted curve in either direction with a large enough effect; inconclusive means small, poorly fitted or top-dose-only effect
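Flags fluorescent or light-absorbing compounds by total fluorescence, S + 2P, at 555 nm excitation and 632 nm emission. Mixture: 20 nM Texas Red SRC2 peptide, 0.6 uM human TRb LBD, 1 uM T3, 5% DMSO; compound exposure 5 h at ambient temperature.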
Tau fluor counter: counter-screen for tau fibril formation inhibitors | Potency, µM (highest dose often 57.7 µM), for inactives: top-dose activity change, negative = decrease | AID 1463 | tau K18 P301L Alexa594 fluorescence, heparin fibrillization | 0.93% of 280,000 active; further: nearly all actives have a fitted effect of over 55% in size
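Human K18 P301L tau (15 uM unlabeled plus 0.24 uM Alexa 594-labeled, final) in 100 mM sodium acetate pH 7 was mixed with compound and 20 uM heparin and incubated 6 hr at 37 C.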
Tau FP inhib: blocks human tau fibril formation measured by polarization; 0.39% of 280,000 active; K18 P301L tau heparin fibrillization, Alexa594 FP, 6 h; Potency, µM (series often up to 57.7 µM), for the others: at the highest dose activity, negative = inhibition, most hits filed as inhibitors; P10636; AID 1468; further: nearly all actives have a fitted effect of over 55% in size
Target sequence (P10636 561-689 P618L limits assumed): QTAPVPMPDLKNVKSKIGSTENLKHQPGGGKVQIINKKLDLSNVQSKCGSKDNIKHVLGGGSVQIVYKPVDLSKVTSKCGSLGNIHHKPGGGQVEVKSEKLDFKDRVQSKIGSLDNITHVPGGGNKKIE
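Quantitative HTS format: compounds meet 15 uM recombinant K18 P301L tau and Alexa 594-tau tracer in 100 mM sodium acetate pH 7; 20 uM heparin triggers fibrillization at 37 C over 6 hr; FP gives the signal.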
Tau ThT inhib: tau fibrillization inhibition (ThT binding) | recombinant tau K18 P301L (four-repeat tau fragment), heparin-induced fibrillization, ThT fluorescence | Potency, µM (series often up to 57.4 µM), inactives show at the top dose activity, negative = inhibition, actives largely listed as inhibitors | 2.1% of 270,000 active | AID 1460; further: nearly all actives have a fitted effect of over 55% in size
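In this qHTS, human K18 P301L tau is incubated with compound and heparin for 6 hr at 37 C, and Thioflavin T fluorescence then reports fibril load.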
ALDH1A1 inh: blocks purified human ALDH1A1 activity. P00352. Purified ALDH1A1, NADH fluorescence, propionaldehyde substrate. Potency, µM (highest dose often 75.3 µM), inactives show at the top dose activity, negative = inhibition, hits mostly inhibitors. 7.3% of 220,000 active. AID 1030; active means well fitted inhibition curve with a large enough effect, not every such curve was filed as active; inconclusive means small, poorly fitted or top-dose-only effect, or another doubt; inactive means no such curve, though single readings can be large or run the other way;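 further: plate controls were no enzyme wells and a reference inhibitor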
GLA spleen mod: inhibits or activates alpha-galactosidase in human spleen homogenate | human spleen homogenate, 4MU-alpha-Gal fluorescence, 40 min | 0.008% of 240,000 active | P06280 | Potency, µM (series often up to 80 µM), inactives show top-dose activity change, negative = inhibition, usual class: inhibitors;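 further: 0% = enzyme with vehicle and -100% = no enzyme basal signal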
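Fluorogenic readout (Ex 365/Em 440 nm) of 4-methylumbelliferone released from 1 mM 4-MU-alpha-galactoside by spleen homogenate, 40 min at 37C, pH 5.0. Data normalized to no-enzyme and enzyme controls; Hill-equation AC50 from compound titrations.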
TRb SRC2 PPI: inhibitors of human thyroid hormone receptor beta-SRC2 interaction. TRbeta-SRC2 peptide binding, fluorescence polarization; receptor liganded with 1 µM T3. Potency, µM (top dose mostly 106 µM), without a hit: top-dose activity change, negative = inhibition, actives largely listed as inhibitors. 0.065% of 280,000 active;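 further: plate controls were bound peptide for no effect and peptide without receptor for full effect; nearly all actives have a fitted effect of over 50% in size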
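TRb LBD 0.6 uM + Texas Red SRC2 peptide 20 nM, 1 uM T3, Tris buffer w/ 5% DMSO; compound pinned, 5 h RT; FP read ex 555/em 632; normalized to unbound and bound controls.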
L3MBTL1 block: inhibitors of human L3MBTL1; Q9Y468; AlphaScreen L3MBTL1–H3K9me1 peptide binding; Potency, µM (doses to about 57.1 µM), without a hit: at the top dose activity, negative = inhibition, actives largely listed as inhibitors; 0.66% of 230,000 active; AID 485360; further: nearly all actives have a fitted effect of over 60% in size
Target sequence (Q9Y468 whole entry, looked up): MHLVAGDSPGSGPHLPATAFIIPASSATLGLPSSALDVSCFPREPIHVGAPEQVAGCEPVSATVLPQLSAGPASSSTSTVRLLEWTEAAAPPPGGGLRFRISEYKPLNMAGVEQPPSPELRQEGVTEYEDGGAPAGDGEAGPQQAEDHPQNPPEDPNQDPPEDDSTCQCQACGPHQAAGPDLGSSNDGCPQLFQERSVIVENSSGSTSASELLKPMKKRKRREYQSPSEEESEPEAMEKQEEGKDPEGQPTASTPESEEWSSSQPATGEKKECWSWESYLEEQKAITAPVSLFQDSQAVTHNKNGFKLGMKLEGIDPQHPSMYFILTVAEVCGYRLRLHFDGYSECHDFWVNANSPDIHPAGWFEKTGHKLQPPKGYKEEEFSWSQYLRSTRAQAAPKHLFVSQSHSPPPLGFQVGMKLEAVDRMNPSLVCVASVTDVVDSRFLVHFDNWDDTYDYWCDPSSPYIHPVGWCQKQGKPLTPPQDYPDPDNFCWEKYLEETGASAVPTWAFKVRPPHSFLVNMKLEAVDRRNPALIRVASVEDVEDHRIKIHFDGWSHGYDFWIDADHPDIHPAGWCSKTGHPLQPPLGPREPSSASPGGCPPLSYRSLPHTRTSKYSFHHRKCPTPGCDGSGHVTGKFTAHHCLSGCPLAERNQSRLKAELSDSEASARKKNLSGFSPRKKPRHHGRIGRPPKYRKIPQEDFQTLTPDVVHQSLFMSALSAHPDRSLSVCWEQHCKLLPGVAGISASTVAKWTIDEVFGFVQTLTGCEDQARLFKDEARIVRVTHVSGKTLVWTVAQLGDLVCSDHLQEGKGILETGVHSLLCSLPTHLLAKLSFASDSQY
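First, the protein-peptide complex forms for 30 min at room temperature (L3MBTL1 50 nM, biotinylated H3K9me1 peptide 75 nM). Next, compounds are pin-transferred and incubated 30 min. Finally, AlphaScreen beads are added and read after 30 min.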
An asterisk follows results filed as active; ? = inconclusive; . = no result given; & = joins results of further samples; [ ] = another dose, or the depositor's remark. Unless noted, the call rests on the fitted dose curve; in most records, active means well fitted curve in the direction sought with a large enough effect; inconclusive means small, poorly fitted or top-dose-only effect, or another doubt; inactive means no such curve, though single readings can be large; an effect the other way counts as inactive or inconclusive. Unless noted, on the % scale 0 is the no-effect control and ±100 the full control effect; potency means the concentration at half of the fitted maximal effect.

SMILES | TexasRed fluor | Tau fluor counter | Tau FP inhib | Tau ThT inhib | ALDH1A1 inh | GLA spleen mod | TRb SRC2 PPI | L3MBTL1 block
COC(=O)c1ccccc1-n1cccc1C(=O)NP(=O)(N1CCOCC1)N1CCOCC1 | 0% | 0% | -5% | 4% | 22% | 9% | 0% | 11%
Cc1ccc(NC2=NC3(CCCC3)N=C(N)N2)c(C)c1 | -1% | 13% | 6% | 6% | 7% | 0% | -6% | 2%
CC1=NN(/C(=N\c2nnc(C)s2)Nc2ccccc2)[C@H](c2cccc3ccccc23)S1 | -2% | -8% | -12% | 0% | 0% | 5% | -9% | -29%
COc1ccccc1NC(=O)COC(=O)c1cnccn1 | -3% | -10% | -4% | -17% | -2% | -10% | 0% | .
CC(=O)c1cccc(NC(=S)NC2CCCCC2)c1 | -1% | -4% | -5% | 6% | -5% | 4% | 4% | -3%
CON/C=N/C(=S)Nc1ncc(C(F)(F)F)cc1Cl | 3% | 13% | 4% | 11% | ? | 1% | 8% | -4%
Cc1ccc(C(=O)N2CCN(c3ccccc3)CC2)cc1S(=O)(=O)N1CCCC1 | -3% | 3% | 6% | 0% | 2% | -19% | -5% | -3%
O=C(Nc1ccc2nc3n(c(=O)c2c1)CCCC3)c1cccc([N+](=O)[O-])c1 | 0% | -11% | 8% | -16% | 3% | 2% | -13% | 9%
Cn1c(=O)n2n(c1=O)[C@H]1[C@H](O)[C@H]3O[C@@H]3/C(=N/OCc3ccccc3)[C@@H]1CC2 | 1%[11.2 µM] | -9%[11.6 µM] | -11%[11.6 µM] | -7%[11.5 µM] | 12%[13.5 µM] | 7%[17.5 µM] | 0%[11.2 µM] | .
Cc1nc(-c2ccc(S(=O)(=O)NCc3ccccn3)s2)cs1 | -1% | -28% | -4% | . | . | 11% | 0% | .
Clc1cccc(Cl)c1CSc1nnc(-c2sccc2-n2cccc2)o1 | 2% | -21% | -3% | -3% | ? | 8% | -7% | 7%
CN(C)S(=O)(=O)c1ccc(NC(=O)c2cc(-c3cccs3)nc3ccccc23)cc1 | -3% | ? | ? | 7% | ? | 13% | -3% | 6%

Copied from the list:
Tau FP inhib with O=C(Nc1ccc2nc3n(c(=O)c2c1)CCCC3)c1cccc([N+](=O)[O-])c1 : 8%
GLA spleen mod with CC1=NN(/C(=N\c2nnc(C)s2)Nc2ccccc2)[C@H](c2cccc3ccccc23)S1 : 5%

The results go on.
SMILES | TexasRed fluor | Tau fluor counter | Tau FP inhib | Tau ThT inhib | ALDH1A1 inh | GLA spleen mod | TRb SRC2 PPI | L3MBTL1 block
O=C(Nc1ccccc1)c1cn(-c2ccccc2)nc1-c1ccccc1 | -1% | -11% | -4% | -1% | . | . | -10% | .
CC(C)N(Cc1nccn1C)C(=O)c1cc(COc2ccc3ncccc3c2)on1 | -1% | -5% | -7% | -2% | -7% | 4% | -5% | -4%
CCOC(=O)CSc1nnc(Cc2ccccc2)n1-c1cccc(Cl)c1 | -3% | -13% | -10% | -4% | 4% | 2% | 3% | 8%
NC(=O)[C@@H]1CCCN1Cc1nc(-c2ccccc2)no1 | -2% | 14% | 11% | 7% | 1% | -3% | -1% | 8%
Cc1c(CC(=O)NCc2ccccc2Cl)c(=O)oc2cc(O)ccc12 | -49% | -11% | -14% | ? | . | . | -1% | .
COc1cc(C(=O)OCC(=O)Nc2c(F)cccc2F)cc(OC)c1C | -1% | 10% | -10% | 13% | ? | -1% | -6% | ?
Cc1ccc(C)c(/C(O)=C2\C(=O)C(=O)N(CCCn3ccnc3)C2c2ccncc2)c1 (stereo unspecified) | -4% | 5% | 4% | -2% | ? | 1% | 13% | -13%
Cc1ccc(N(CC(=O)N2CCn3c2nc2ccccc23)S(=O)(=O)c2c(C)n[nH]c2C)cc1 | -1% | -24% | -6% | ? | 6% | -3% | -2% | 3%
COC(=O)c1ccccc1NC(=O)CSc1nc2ccccc2nc1Cc1ccc(F)cc1 | -1% | -3% | -2% | -1% | . | . | 0% | .
CCOC(=O)CCCNC(=O)CCNC(=O)c1ccc(OCCC(C)C)cc1 | -1% | -8% | 7% | -2% | . | 2% | 0% | 8%
Cc1cccc(C)c1NC(=O)C1(NC(=O)c2cnccn2)CCCCC1 | -3% | 0% | 2% | 0% | 7% | -12% | 3% | 3%
O=C(O)CN1CCN(Cc2ccc(Cl)cc2)C1=O | -7% | -5% | 4% | -6% | 3% | 5% | 3% | 9%
N#Cc1c(NC(=O)CSc2n[nH]c(Cc3ccccc3)n2)oc(-c2ccccc2)c1-c1ccccc1 | 0% | ? | -8% | -15% | ? | 8% | 8% | -19%
O=C(N=c1ccn(-c2nc3ccccc3nc2NS(=O)(=O)c2ccc(Cl)cc2)cc1)c1cccs1 | -1% | -9% | ? | 8% | . | 11% | 0% | .
COc1ccc(C2=NOC(C(=O)Nc3cc(C)nn3-c3ccccc3)C2)cc1OC (stereo unspecified) | -3% | -5% | -2% | -10% | 6% | -3% | 7% | .
Cc1ccccc1-c1nc(S(=O)(=O)c2ccc(Br)cc2)c(NCc2cccnc2)o1 | -2% | -30% | -1% | -12% | ? | -3% | 2% | .
NC(=O)C1(C(N)=O)OC1c1ccc(Cl)c(Cl)c1 (stereo unspecified) | -4% | 2% | 0% | . | . | 3% | -6% | .
COc1ccc(CCNC(=O)CC2SC(N)=NC2=O)cc1OC (stereo unspecified) | -3% | 6% | 3% | -4% | ? | -8% | 3% | -2%
O=C(NC(=S)Nc1ccc(N2CCOCC2)cc1)c1ccccc1 | 0% | ? | 5% | ? | ? | 5% | -3% | -14%
Cc1[nH]nc(NNC(=O)c2ccccc2)c1[N+](=O)[O-] | 0% | -4% | -4% | -4% | . | -4% | 1% | 4%
Cc1ccc(C(=O)CSc2nnc(COc3ccccc3)o2)cc1 | -7% | -23% | -2% | ? | -9% | -2% | -2% | 23%
O=C(CCc1nc2ccccc2s1)OCC(=O)c1ccc[nH]1 | 1% | -7% | 1% | ? | -4% | -5% | 1% | -4%
COc1ccc(CNC(=O)CN2C(=O)NC3(CCCCCC3)C2=O)cc1OC | 0% | 2% | 3% | 0% | -6% | -10% | -1% | 1%
COc1cccc(/C=N/Nc2ncnc(N)c2[N+](=O)[O-])c1OC | -3% | -8% | 2% | -13% | -3% | -1% | -10% | .
O=C(Cn1nc(C(F)(F)F)c2c1CCCC2)Nc1ccc2c(c1)OCO2 | 0% | -17% | -4% | -10% | 5% | -6% | -7% | .
COCc1c(C(=O)OCc2nc(N)nc(Nc3ccccc3C)n2)oc2ccccc12 | -4% | -22% | -3% | -13% | -4% | -6% | -1% | -22%
CCc1ccc2c(-c3cccc(Cl)c3)nc(=O)n(CC)c2n1 | -1% | -8% | -2% | -23% | ? | 1% | -2% | .
O=C(NCc1ccco1)c1cc(-c2cccc(Cl)c2)on1 | 3% | -1% | 5% | 4% | ? | -8% | 8% | -6%
COc1cccc2c(=O)c3ccccc3oc12 | -2%&4% | -7%&-7% | -2%&-2% | -13%&-2% | ? | 0%&1% | -5%&7% | -7%
O=C(C(NS(=O)(=O)c1cccc2nsnc12)c1ccccc1)N1CCN(c2ccccc2)CC1 (stereo unspecified) | 2% | -25% | 8% | ? | ? | 20% | -24% | .
Cc1ccc2nc(C)c3c(c2c1)N(c1ccccc1)CC3 | 0% | -2% | 5% | -11% | . | 6% | 1% | 14%
CCOC(=O)Cc1csc(NC(=O)CCSc2ccccc2)n1 | -6% | -3% | -2% | -5% | ? | 6% | 3% | 1%
COc1ccc(-c2ccc(SCC(=O)NCc3ccco3)nn2)cc1 | 0% | -8% | -4% | -9% | 2% | 1% | 4% | -4%
CC1=CC(C)(C)N(C(=O)CSc2nnc(-c3ccccc3)o2)c2ccc(C)cc21 | -1% | -11% | 9% | -11% | 8% | 2% | -6% | .
CC(Oc1ccc(Cl)cc1Cl)C(=O)NCCCCc1ccccc1 (stereo unspecified) | -2% | -18% | 2% | ? | -5% | -2% | 1% | 61%[activator]
CC1CCC(C(C)C)C(OC(=O)C[n+]2cc(-c3ccc(Cl)cc3)n3c2CCC3)C1 (stereo unspecified) | -5% | -3% | 0% | . | . | -19% | -5% | .

Of the compounds above, these have an NH in an aromatic ring:
SMILES | TexasRed fluor | Tau fluor counter | Tau FP inhib | Tau ThT inhib | ALDH1A1 inh | GLA spleen mod | TRb SRC2 PPI | L3MBTL1 block
Cc1ccc(N(CC(=O)N2CCn3c2nc2ccccc23)S(=O)(=O)c2c(C)n[nH]c2C)cc1 | -1% | -24% | -6% | ? | 6% | -3% | -2% | 3%
N#Cc1c(NC(=O)CSc2n[nH]c(Cc3ccccc3)n2)oc(-c2ccccc2)c1-c1ccccc1 | 0% | ? | -8% | -15% | ? | 8% | 8% | -19%
Cc1[nH]nc(NNC(=O)c2ccccc2)c1[N+](=O)[O-] | 0% | -4% | -4% | -4% | . | -4% | 1% | 4%
O=C(CCc1nc2ccccc2s1)OCC(=O)c1ccc[nH]1 | 1% | -7% | 1% | ? | -4% | -5% | 1% | -4%

Remaining list, next part.
SMILES | TexasRed fluor | Tau fluor counter | Tau FP inhib | Tau ThT inhib | ALDH1A1 inh | GLA spleen mod | TRb SRC2 PPI | L3MBTL1 block
S=c1[nH]nc(-c2ccco2)n1-c1ccc(Cl)cc1 | -1%[53 µM] | -3% | 1% | 0% | -7% | -2% | 7%[53 µM] | 0%
Cc1ccc2[nH]c3c(NCCCN4CCCC4=O)ncnc3c2c1 | -5% | -28% | 13% | -13% | ? | -4% | 2% | -3%
CC1=C(C(N)=O)C(c2ccc3c(c2)OCO3)n2nc(-c3cccc(C)c3)nc2N1 (stereo unspecified) | 2% | -17% | 8% | ? | 3.5µM* | -4% | -3% | -6%
COCCNc1nc(SCC(=O)N2CCN(c3ccccc3OC)CC2)nc2ccccc12 | -2% | -2% | 3% | -8% | -5% | -7% | 3% | -11%
CSc1nnc(CSc2cc(C)nc(N(C)C)n2)o1 | -1% | 5% | -5% | 6% | -7% | -1% | -1% | 7%
Cc1ccc(C(C)C)c(OCC(=O)NCC2(N(C)C)CCCCC2)c1 | 5% | -10% | -5% | -7% | . | . | -4% | .
CSc1ccccc1C(=O)NC1CCCCC1 | -4% | -8% | -6% | -1% | 7% | -2% | -3% | .
COC(=O)CCCCC1SCC(NC(=O)c2ccccc2)C1OC(C)=O (stereo unspecified) | -1% | -15% | -12% | -12% | -5% | -13% | -6% | -3%
COc1cccc(-c2nn3c(-c4cccc(C)c4)nnc3s2)c1 | -1% | -7% | 3% | -22% | 6% | 1% | -9% | 3%
C(=N\N1CCOCC1)/c1cn(-c2ccccc2)nc1-c1ccccc1 | -6% | -23% | 6% | -10% | ? | 0% | 7% | ?
